Source: PubChem (National Center for Advancing Translational Sciences (NCATS))
EPAC2 agonist: activates human EPAC2 exchange factor. Q8WZA2. EPAC2 activation, biochemical qHTS; response scale: 100% = 6.5 mM cAMP response. Potency, µM (highest dose often 154 µM), for inactives: at the top dose activation, usual class: activators. hit rate 0.079% among 360,000; further: nearly all actives have a fitted effect of over 50% in size
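Compounds were titrated in qHTS against a Rap1B-BODIPY-GDP (250 nM) complex with EPAC2 (100 nM) and GDP (50 uM). BODIPY-GDP release tracked at 480/540 nm over 30 min at room temperature, normalized to 6.5 mM cAMP.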
FUS suppressor: rescues growth of FUS-expressing yeast. S. cerevisiae FUS-expressing, growth rescue, OD600, 24 h. Potency, µM (series often up to 76.6 µM), inactives show at the highest dose growth rescue (activation), hits mostly activators. hit rate 0.24% among 390,000. AID 1347120;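 further: plate controls were DMSO vehicle for no effect and reference control for full effect; nearly all actives have a fitted effect of over 55% in size; some results filed as inactive show a strong effect at the top dose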
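Steps: raffinose overnight preculture; dilution to OD 0.005 in 2% galactose minimal medium; compound addition (concentration series); 24hr at 30C, 99% humidity; absorbance read at 600 nm.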
EPAC1 antag: antagonists of human EPAC1; Potency, µM (titrated, usually from 115 µM), for inactives: top-dose activity change, negative = inhibition, hits mostly inhibitors; EPAC1 GEF assay, Rap1b-BODIPY-GDP exchange fluorescence; hit rate 0.14% among 360,000;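 further: plate controls were vehicle for no effect and positive control for full effect; nearly all actives have a fitted effect of over 50% in size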
EPAC1 ag: EPAC1 (human) agonism | EPAC1 agonist qHTS, biochemical assay; response scale: 100% = response to 6.5 mM cAMP | Potency, µM (titrated, usually from 154 µM), without a hit: at the top dose activation, usual class: activators | hit rate 0.073% among 360,000 | AID 720707; further: nearly all actives have a fitted effect of over 60% in size
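Fluorescent GDP-exchange assay: 100 nM EPAC1 with 250 nM Rap1B preloaded with BODIPY-GDP and 50 uM GDP; compounds tested as concentration series, 5 min at room temperature, then read every 5 min for 30 min (ex 480/em 540 nm); normalized to 6.5 mM cAMP.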
EPAC2 antagonist: antagonists of human EPAC2. hit rate 0.18% among 360,000. AID 720708. Q8WZA2. EPAC2 GEF exchange of Rap1B-BODIPY-GDP, fluorescence. Potency, µM (top dose mostly 114 µM), for the others: top-dose activity, negative = inhibition, actives largely listed as inhibitors; further: on the % scale 0 is the no-effect control and ±100 the full control effect; nearly all actives have a fitted effect of over 45% in size; many of its hits are not listed in these tables
aSyn rescue: inhibitors of alpha-synuclein toxicity in yeast. Yeast expressing alpha-synuclein, growth rescue, BacTiter-Glo, 24 h. Potency, µM (titrated, usually from 46.1 µM), for the others: at the highest dose growth rescue (activation), most hits filed as activators. hit rate 0.14% among 370,000. AID 652106; further: % of control where 0% means no effect; nearly all actives have a fitted effect of over 65% in size
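Rescue of yeast growth: cells expressing toxic alpha-synuclein, induced in galactose at OD600 0.02, incubated with compound 24 h at 30 C. ATP luminescence quantified growth; inhibitors of toxicity appear as activators.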
TDP-43 yeast inh: inhibitors of TDP-43 toxicity in yeast. AID 652104. hit rate 1.8% among 410,000. TDP-43 expressing yeast growth rescue, BacTiter-Glo, 24 h. Potency, µM (doses to about 46.1 µM), inactives show at the highest dose growth rescue (activation), actives largely listed as activators; further: % of control where 0% means no effect; nearly all actives have a fitted effect of over 50% in size
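Readout is BacTiter-Glo luminescence of cell growth, so inhibitors register as activators. TDP-43-expressing yeast at OD600=0.02 in galactose medium, after raffinose pregrowth to mid-log, were incubated with compound for 24 hr at 30 deg C.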
PTHR1 agonist: agonists of human PTHR1 parathyroid hormone receptor; Q03431; HEK293 GP2 PTHR1 cells, GloSensor cAMP luminescence, 1 h; Potency, µM (doses to about 115 µM), inactives show top-dose activation, hits mostly activators; hit rate 0.075% among 410,000; further: nearly all actives have a fitted effect of over 55% in size; some results filed as inactive show a strong effect at the top dose; inactives centre near -15; many of its hits are not listed in these tables
Target sequence (Q03431 whole entry, looked up): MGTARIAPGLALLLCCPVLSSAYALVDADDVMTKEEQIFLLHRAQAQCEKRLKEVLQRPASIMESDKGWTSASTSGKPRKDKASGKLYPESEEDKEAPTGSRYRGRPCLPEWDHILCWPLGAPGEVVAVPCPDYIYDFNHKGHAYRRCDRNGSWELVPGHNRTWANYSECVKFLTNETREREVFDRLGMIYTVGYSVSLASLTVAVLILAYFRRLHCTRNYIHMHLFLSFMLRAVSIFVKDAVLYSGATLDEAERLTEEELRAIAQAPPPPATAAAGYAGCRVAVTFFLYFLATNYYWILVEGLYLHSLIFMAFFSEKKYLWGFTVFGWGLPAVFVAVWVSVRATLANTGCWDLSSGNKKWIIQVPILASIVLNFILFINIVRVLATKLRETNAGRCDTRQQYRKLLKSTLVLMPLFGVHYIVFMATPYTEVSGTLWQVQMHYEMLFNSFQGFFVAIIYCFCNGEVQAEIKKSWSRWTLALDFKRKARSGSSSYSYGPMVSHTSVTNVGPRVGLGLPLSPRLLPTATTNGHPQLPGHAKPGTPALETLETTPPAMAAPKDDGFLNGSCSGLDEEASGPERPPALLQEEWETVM
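HEK-293-derived GP2 cells expressing PTHR1 and a GloSensor cAMP reporter, 3,000/well, plated overnight, given luciferin plus IBMX (each 0.5 mM as added) for 1 h at 37 °C, then compound for 1 h at 37 °C. Luminescence was read after 15 min at room temperature.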
Numbers without * were called inactive; i = inactive; ? = inconclusive; . = not tested or not shown; [ ] = dose if it differs, or a comment. The call rests on the fitted dose curve; in most records, active means well fitted curve in the direction sought with a large enough effect; inconclusive means small, poorly fitted or top-dose-only effect, or another doubt; inactive means no such curve, though single readings can be large; an effect the other way counts as inactive or inconclusive. Potency means the concentration at half of the fitted maximal effect. A portion of the library. The share of hits here may be higher or lower than overall.

1) Cc1csc(=O)n1CCC(=O)OCC(=O)c1ccc(Br)cc1
2) COc1cc2nc(NC(=O)c3ccccc3)[nH]c(=O)c2cc1OC
3) Cc1cc(C)c2[nH]c(=O)c(CN(Cc3cccs3)C(=S)NCc3ccco3)cc2c1
4) Cc1cc(C)nc(SCC(=O)Nc2ccc(S(=O)(=O)N3CCCCC3)cc2)n1
5) Cn1cnnc1SCC(=O)NNC(=O)c1ccc([N+](=O)[O-])cc1
6) CCOC(=O)C1CCN(c2cc(C)nc3cc(-c4cccc(F)c4)nn23)CC1
entry no.	1	2	3	4	5	6
EPAC2 agonist	12%	-5%	5%	16%	-3%	-22%
FUS suppressor	0%	24%	11%	30%	-3%	22%
EPAC1 antag	21%	-4%	-20%	-9%	-8%	-3%
EPAC1 ag	-7%	-19%	8%	8%	4%	-7%
EPAC2 antagonist	20%	17%	-1%	-2%	-8%	8%
aSyn rescue	5%	-1%	-12%	-2%	7%	1%
TDP-43 yeast inh	-1%	-9%	15%	?	-20%	-12%
PTHR1 agonist	-61%[inhibitor]	i	0%	-60%[inhibitor][57.5 µM]	-5%	i

7) O=C(CN(Cc1ccc2c(c1)OCO2)C(=O)CNS(=O)(=O)c1ccccc1)NCC1CCCO1 (configuration not stated)
8) COC(=O)c1[nH]c2cccc(C)c2c1NC(=O)CN1CCN(C(=O)c2ccco2)CC1
9) CCC1=C(OC(=O)N(CC)CC)N2C(=O)OC(=NCC(=O)OC)[C@]2(C)[C@H]2C1=CC[C@H]1C(=O)N(CC(=O)OC)C(=O)[C@H]12
10) CCN(CC)c1ccc(C(=O)OCC(=O)Nc2cc3oc4ccccc4c3cc2OC)cc1
11) COc1cc(/C=N/NC(=O)c2nnn(-c3nonc3N)c2C)ccc1OCc1ccc(Cl)cc1
12) CCC(C)(NC(=O)c1ccccc1)C(=O)O (configuration not stated)
entry no.	7	8	9	10	11	12
EPAC2 agonist	13%	5%	14%	-4%	1%	-10%
FUS suppressor	-16%	-12%	14%	11%	-14%	4%
EPAC1 antag	-9%	-14%	4%	24%	5%	9%
EPAC1 ag	9%	-2%	2%	-4%	14%	-7%
EPAC2 antagonist	-6%	-8%	17%	10%	11%	8%
aSyn rescue	-2%	-4%	-1%	-4%	-8%	-2%
TDP-43 yeast inh	-14%	4%	0%	0%	14%	0%
PTHR1 agonist	-6%[57.5 µM]	-3%	i	i	-1%	-13%

13) CCn1c(C)c(C)c2cc(C(=O)NCCCN3CCCCCC3)ccc21
14) Cc1ccc(CNC(=O)c2ccc(-n3cccc3)cc2)cc1
15) CCOC(=O)c1sc(N(Cc2ccccc2)C(=O)CCl)nc1C
16) C[C@H](CO)N1C[C@H](C)[C@@H](CN(C)S(=O)(=O)c2ccccc2)Oc2c(NC(=O)NC3CCCCC3)cccc2C1=O
17) COc1ccc(OC)c(NC(=O)[C@@]2(CC(=O)O)CC(/C=C/c3ccccc3)=NO2)c1
18) Cc1c(Cl)cccc1NC(=S)NCCN1CCOCC1
entry no.	13	14	15	16	17	18
EPAC2 agonist	6%	-5%	9%	8%	-3%	4%
FUS suppressor	18%	25%	29%	32µM*	8%	-15%
EPAC1 antag	-28%	-16%	-15%	-6%	6%	2%
EPAC1 ag	-5%	-4%	3%	-22%	0%	0%
EPAC2 antagonist	7%	21%	-7%	3%	-2%	3%
aSyn rescue	7%	6%	9%	-9%	-3%	0%
TDP-43 yeast inh	-23%	6%[0.397 µM]	?	-5%	-10%	4%
PTHR1 agonist	-1%	i	-19%	-26%	i	i

19) Cc1c(NC(=O)c2cc(C(C)C)on2)c(=O)n(-c2ccccc2)n1C
20) CC(=O)N(/N=C1\Sc2ccccc2C1=O)c1ccccc1
21) N#C/C(=C/c1cccc([N+](=O)[O-])c1)C(=O)Nc1ccccc1O
22) CC[C@]12C(=O)N(C)C[C@H]([C@@H]3C(=O)N(C)C(=O)[C@@H]31)N2C(=O)c1ccc(C)cc1
23) CCOc1ccc(S(=O)(=O)NCCC(=O)NCCCSc2ccccc2)cc1
24) Cc1ccc(S(=O)(=O)N2CCCC2)cc1C(=O)NCC(C)(C)N1CCOCC1
entry no.	19	20	21	22	23	24
EPAC2 agonist	4%	7%	9%	14%	0%	5%
FUS suppressor	3%	-22%	?	-5%	-11%	.
EPAC1 antag	13%	7%	-17%	-9%	-3%	1%
EPAC1 ag	-7%	8%	1%	6%	-7%	-3%
EPAC2 antagonist	4%	15%	?	9%	7%	7%
aSyn rescue	-1%	-14%	2%	-2%	0%	-3%
TDP-43 yeast inh	-19%	4%	-8%	9%	13%	-8%
PTHR1 agonist	i	-74%[inhibitor][57.5 µM]	-79%[inhibitor]	-28%	-22%	-1%

An excerpt of these results, with each value named:
(18) Cc1c(Cl)cccc1NC(=S)NCCN1CCOCC1
- EPAC2 agonist = 4%
- FUS suppressor = -15%
- EPAC1 antag = 2%
- EPAC1 ag = 0%
- EPAC2 antagonist = 3%
- aSyn rescue = 0%
- TDP-43 yeast inh = 4%
- PTHR1 agonist = i
(19) Cc1c(NC(=O)c2cc(C(C)C)on2)c(=O)n(-c2ccccc2)n1C
- EPAC2 agonist = 4%
- FUS suppressor = 3%
- EPAC1 antag = 13%
- EPAC1 ag = -7%
- EPAC2 antagonist = 4%
- aSyn rescue = -1%
- TDP-43 yeast inh = -19%
- PTHR1 agonist = i

Filtered by structure, those above with four or more nitrogen atoms
4) Cc1cc(C)nc(SCC(=O)Nc2ccc(S(=O)(=O)N3CCCCC3)cc2)n1
5) Cn1cnnc1SCC(=O)NNC(=O)c1ccc([N+](=O)[O-])cc1
6) CCOC(=O)C1CCN(c2cc(C)nc3cc(-c4cccc(F)c4)nn23)CC1
8) COC(=O)c1[nH]c2cccc(C)c2c1NC(=O)CN1CCN(C(=O)c2ccco2)CC1
9) CCC1=C(OC(=O)N(CC)CC)N2C(=O)OC(=NCC(=O)OC)[C@]2(C)[C@H]2C1=CC[C@H]1C(=O)N(CC(=O)OC)C(=O)[C@H]12
11) COc1cc(/C=N/NC(=O)c2nnn(-c3nonc3N)c2C)ccc1OCc1ccc(Cl)cc1
16) C[C@H](CO)N1C[C@H](C)[C@@H](CN(C)S(=O)(=O)c2ccccc2)Oc2c(NC(=O)NC3CCCCC3)cccc2C1=O
19) Cc1c(NC(=O)c2cc(C(C)C)on2)c(=O)n(-c2ccccc2)n1C
entry no.	4	5	6	8	9	11	16	19
EPAC2 agonist	16%	-3%	-22%	5%	14%	1%	8%	4%
FUS suppressor	30%	-3%	22%	-12%	14%	-14%	32µM*	3%
EPAC1 antag	-9%	-8%	-3%	-14%	4%	5%	-6%	13%
EPAC1 ag	8%	4%	-7%	-2%	2%	14%	-22%	-7%
EPAC2 antagonist	-2%	-8%	8%	-8%	17%	11%	3%	4%
aSyn rescue	-2%	7%	1%	-4%	-1%	-8%	-9%	-1%
TDP-43 yeast inh	?	-20%	-12%	4%	0%	14%	-5%	-19%
PTHR1 agonist	-60%[inhibitor][57.5 µM]	-5%	i	-3%	i	-1%	-26%	i
